Source: PubChem BioAssay (National Center for Advancing Translational Sciences (NCATS))
aGal spleen mod = inhibitors or activators of human alpha-galactosidase in spleen homogenate | P06280 | human spleen homogenate, 4MU-alpha-Gal fluorescence, 40 min | Potency, µM (titrated, usually from 80 µM), for the others: at the top dose activity change, negative = inhibition, most hits filed as inhibitors | hit rate 0.008% among 240,000 | AID 2107;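 note: potency is the fitted concentration of half-maximal effect; 0% = enzyme with vehicle and -100% = no enzyme basal signal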
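Human spleen homogenate (1 ug) was the enzyme source, with 4-methylumbelliferyl-alpha-D-galactopyranoside (1 mM final) in pH 5.0 citrate buffer with 0.01% Tween-20. Compounds were titrated; after 40 min at 37C, NaOH/glycine stop, 4-MU fluorescence read; AC50 from Hill fits.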
CBFb-RUNX1 inh = CBF-beta/RUNX1 interaction disruption. AlphaScreen CBFb-His/RUNX1-biotin binding, biochemical. AID 1477. Potency, µM (highest dose often 59.8 µM), without a hit: top-dose activity, negative = inhibition, hits mostly inhibitors. 230,000 tested, under 10 active; note: % of control where 0% means no effect
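His-tagged CBF-beta and biotinylated RUNX1 (30 nM each) were premixed 20 min at room temperature, exposed to compound for 15 min, then given nickel-chelate and streptavidin AlphaScreen beads (50 ng each). After 90 min, AlphaScreen signal was read.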
TexasRed fluor = alters Texas Red total fluorescence, flagging assay interference | hit rate 0.29% among 280,000 | Potency, µM (doses to about 106 µM), without a hit: at the highest dose fluorescence change, negative = quenching | TRb/SRC2 Texas Red total fluorescence interference; active = well fitted curve in either direction with a large enough effect; inconclusive = small, poorly fitted or top-dose-only effect; note: potency is the fitted concentration of half-maximal effect; % is set by controls: 0 for no effect and ±100 for the full control effect
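Human TRβ ligand-binding domain (0.6 uM) and Texas Red SRC2 peptide (20 nM) in Tris buffer with 1 uM T3 and 5% DMSO were incubated with pinned compound for 5 hr at ambient temperature. Total fluorescence was computed as S + 2P (555/632 nm).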
Tau fibril FP = tau fibrillization inhibition (FP); AID 1468; Potency, µM (titrated, usually from 57.7 µM), without a hit: top-dose activity, negative = inhibition, usual class: inhibitors; P10636; K18 P301L tau heparin fibrillization, Alexa594 FP, 6 h; hit rate 0.39% among 280,000; note: potency is the fitted concentration of half-maximal effect; % is set by controls: 0 for no effect and ±100 for the full control effect; nearly all actives have a fitted effect of over 55% in size
Target sequence (P10636 561-689 P618L limits assumed): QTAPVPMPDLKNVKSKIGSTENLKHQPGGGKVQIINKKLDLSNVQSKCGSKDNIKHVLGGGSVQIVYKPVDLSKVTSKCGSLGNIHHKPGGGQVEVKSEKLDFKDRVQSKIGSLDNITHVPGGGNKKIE
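Steps: dispense K18 P301L tau (15 uM plus 0.24 uM Alexa 594 tracer, final) in pH 7 sodium acetate; add compound; add heparin (20 uM final); incubate 6 hr, 37 C; add ThT (30 uM final); after 1 hr ambient, read FP.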
Epigenetic reg = regulators of epigenetic silencing causing reporter derepression in mouse cells; Potency, µM (highest dose often 53.9 µM), without a hit: at the top dose GFP activation, hits mostly activators; murine LDR cells, GFP reporter derepression, 30 h; hit rate 0.2% among 280,000; note: potency is the fitted concentration of half-maximal effect; % of control where 0% means no effect; nearly all actives have a fitted effect of over 60% in size
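Derepression of a silenced CMV-GFP reporter in murine LDR cells is scored by enumerating GFP-positive cells with a laser-scanning microplate cytometer after 30 hours of treatment at 37 C.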
Tau fluor counter = counter-screen for tau fibril formation inhibitors. tau K18 P301L (four-repeat tau fragment) Alexa594 fluorescence, heparin fibrillization. Potency, µM (titrated, usually from 57.7 µM), without a hit: at the top dose activity change, negative = decrease. hit rate 0.93% among 280,000; note: potency is the fitted concentration of half-maximal effect; % is set by controls: 0 for no effect and ±100 for the full control effect; nearly all actives have a fitted effect of over 55% in size
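Human K18 P301L tau (15 uM unlabeled plus 0.24 uM Alexa 594-labeled, final) in 100 mM sodium acetate pH 7 was mixed with compound and 20 uM heparin and incubated 6 hr at 37 C.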
NPSR antagonist = neuropeptide S receptor (human) antagonism, cAMP; CHO-NPSR cells, cAMP TR-FRET, antagonist mode; Potency, µM (doses to about 38.3 µM), for the others: at the highest dose activity change, negative = inhibition, actives largely listed as inhibitors; hit rate 1% among 220,000; AID 1461; note: potency is the fitted concentration of half-maximal effect; % is set by controls: 0 for no effect and ±100 for the full control effect; nearly all actives have a fitted effect of over 50% in size; many of its hits are not listed in these tables
Target sequence (Q6W5P4 whole entry, looked up): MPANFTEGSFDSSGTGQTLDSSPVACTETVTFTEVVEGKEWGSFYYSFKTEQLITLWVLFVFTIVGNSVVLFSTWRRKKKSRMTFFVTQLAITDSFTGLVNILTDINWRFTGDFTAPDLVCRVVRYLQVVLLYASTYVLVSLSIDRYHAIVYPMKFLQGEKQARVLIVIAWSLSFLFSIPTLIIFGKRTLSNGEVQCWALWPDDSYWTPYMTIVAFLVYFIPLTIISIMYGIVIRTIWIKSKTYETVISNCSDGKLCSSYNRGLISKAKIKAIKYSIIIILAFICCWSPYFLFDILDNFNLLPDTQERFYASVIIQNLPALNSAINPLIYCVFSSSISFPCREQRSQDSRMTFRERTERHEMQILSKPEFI
TRb-SRC2 inh = disrupts binding of human TR beta to SRC2 | P10828 | TRbeta-SRC2 peptide binding, fluorescence polarization; receptor liganded with 1 µM T3 | Potency, µM (series often up to 106 µM), without a hit: at the highest dose activity change, negative = inhibition, most hits filed as inhibitors | hit rate 0.065% among 280,000 | AID 1469;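 note: potency is the fitted concentration of half-maximal effect; plate controls were bound peptide for no effect and peptide without receptor for full effect; nearly all actives have a fitted effect of over 50% in size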
Target sequence (P10828 whole entry, looked up): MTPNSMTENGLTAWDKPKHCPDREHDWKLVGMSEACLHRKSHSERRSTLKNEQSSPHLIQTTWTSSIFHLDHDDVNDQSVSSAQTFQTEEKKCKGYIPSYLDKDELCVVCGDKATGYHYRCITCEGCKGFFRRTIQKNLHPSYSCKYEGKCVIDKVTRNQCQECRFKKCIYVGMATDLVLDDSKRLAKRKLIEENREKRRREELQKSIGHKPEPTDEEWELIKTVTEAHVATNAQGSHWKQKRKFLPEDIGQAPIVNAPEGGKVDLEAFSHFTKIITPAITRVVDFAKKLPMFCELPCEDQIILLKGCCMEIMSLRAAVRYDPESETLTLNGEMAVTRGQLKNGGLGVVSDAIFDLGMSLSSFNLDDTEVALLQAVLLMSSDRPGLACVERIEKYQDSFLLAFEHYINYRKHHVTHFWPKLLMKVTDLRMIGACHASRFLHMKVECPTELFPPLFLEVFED
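Fluorescence polarization of 20 nM Texas Red SRC2 peptide (20-aa NR interaction domain) bound to 0.6 uM human TRb ligand-binding domain, with 1 uM T3, after 5 hr at ambient temperature; inhibition seen as decreased polarization.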
Numbers without * were called inactive; u = inconclusive; x = not tested or not shown; & = joins results of further samples; [ ] = another dose, or the depositor's remark. Unless noted, calls come from the whole dose curve; as a rule, active = well fitted curve in the direction sought with a large enough effect; inconclusive = small, poorly fitted or top-dose-only effect, or another doubt; inactive = no such curve, though single readings can be large; an effect the other way counts as inactive or inconclusive. Some of the compounds tested; count on the stated rates, not on these rows.

Each structure is followed by: aGal spleen mod	TexasRed fluor	Tau fibril FP	NPSR antagonist	CBFb-RUNX1 inh	Epigenetic reg	Tau fluor counter	TRb-SRC2 inh
- CC(=O)Nc1ccc(OCC(=O)N(CC(C)C)C2CCS(=O)(=O)C2)cc1 (stereo not given)
    -9%	-2%	4%	10%	3%	-0.6%	-2%	-5%
- C=C(C)C1CC=C(C)C(O)C1 (stereo not given)
    3%&5%	-4%&0%	3%	x	13%	0.7%	2%	-1%&0%
- COc1ccc(Cl)cc1NC(=O)CN1CCCCCC1
    3%	-1%	-7%	-15%	-1%	-0.1%	-11%	-3%
- COc1cc(/C=C2\SC(=O)N(CCN)C2=O)ccc1OS(=O)(=O)c1cc(C)ccc1C
    6%	0%	5%	u	-4%	u	-22%	-9%
- COCCn1cnc2c1c(=O)n(CC(=O)Nc1cc(C)on1)c(=O)n2Cc1ccccc1
    3%	-2%	-10%	0%[46.1 µM]	0%	0.9%	-7%	-10%
- NC(=O)CCC(NS(=O)(=O)c1ccc(Cl)cc1)C(=O)NCc1ccccc1Cl (stereo not given)
    -14%	0%[53 µM]	-3%	10%	1%	-1.3%	10%	-2%[53 µM]
- CCC(=O)n1nc(-c2ccccc2)nc1SCC(=O)Nc1ccc(C)cc1
    4%	-5%	-9%	1%[46.1 µM]	3%	-1.2%	-4%	-3%
- COc1cc(OC)cc(C(=O)NCC(=O)OCc2cc(=O)oc3cc(OC)ccc23)c1
    6%	-3%	2%	-3%	-4%	-0.3%	13%	3%
- CC1=CCC(C(=O)O)(C(=O)N/N=C/c2cccs2)C(c2ccc([N+](=O)[O-])cc2)C1 (stereo not given)
    -1%	1%	-9%	-21%[46.1 µM]	-8%	-1.0%	-23%	8%
- CC(C)Oc1cccc(C(=O)Nc2ccc(NC(=O)c3ccco3)cc2)c1
    -2%	-2%	1%	-3%[46.1 µM]	0%	0.4%	-11%	3%
- CCCc1ccc(OCCNC(C)=O)cc1
    1%	-2%	1%	-8%[46.1 µM]	-3%	0.3%	2%	-11%
- Cc1ccc(C)c(-n2cc(CNC(C)Cn3cncn3)c(-c3ccccc3)n2)c1 (stereo not given)
    7%	0%	0%	-16%	5%	2.6%	-5%	-1%
- O=C(CCCNC(=O)/C(=C/c1ccc(F)cc1)NC(=O)c1ccccc1)OCc1ccccc1
    1%	-3%	5%	11%	6%	1.1%	-9%	-3%
- CCOc1cccc(C(=O)N(Cc2ccc(C(C)C)cc2)C2CCS(=O)(=O)C2)c1 (stereo not given)
    x	3%	6%	x	x	2.0%	-14%	-8%
- CCCCNC(=O)C1CCCN1C(=O)Nc1cccc(OC)c1 (stereo not given)
    -2%	1%	-5%	3%[46.1 µM]	2%	0.0%	8%	-19%
- CN(Cc1cccs1)C(=O)Cc1csc(-c2ccccc2)n1
    3%	-2%	1%	3%	8%	2.0%	-15%	-4%
- COc1ccccc1Nc1nc(Cl)c(C=O)s1
    u	-4%	10%	-26%	14%	4.3%	-29%	3%
- COc1ccc(C)cc1-n1nnnc1SCc1cc(=O)n2cc(C)ccc2n1
    6%	2%	3%	-29%[46.1 µM]	-11%	0.8%	6%	-22%
- COC(=O)c1cc(OC)c(OC)cc1NC(=S)N1CCN(C/C=C/c2ccccc2)CC1
    -8%	0%	-7%	4%	u	-0.7%	u	1%
- CC(C)(C)NC(=O)CSc1nc(O)cc(=O)[nH]1
    5%	0%	-13%	12%	2%	-3.2%	-21%	-3%
- COc1ccc(-c2c3c(=O)n(C)c(=O)n(C)c3c3n2-c2ccccc2NC3c2ccco2)cc1 (stereo not given)
    x	-3%	5%	x	x	-4.5%	-5%	-2%
- CC1CCN(Cc2ccc(-c3nn[nH]n3)cc2)CC1
    7%	0%	-1%	3%[46.1 µM]	13%	0.0%	-4%	-17%
- CCOC(=O)c1[nH]c(C)c(/C(O)=C2\C(=O)C(=O)N(CCN3CCOCC3)C2c2cccs2)c1C (stereo not given)
    -3%	-2%	3%	1%[46.1 µM]	1%	6.3%	0%	-14%
- Cc1ccc(C(=O)NCC(=O)OCC(=O)Nc2cccc(S(=O)(=O)N3CCCC3)c2)cc1C
    -2%	-2%	-8%	9%	3%	-2.3%	-26%	-4%
- CC(C)Oc1ccc(C2NC(=O)NC2=O)cc1 (stereo not given)
    4%	3%	-6%	-2%[46.1 µM]	-2%	-0.1%	-10%	-17%
- CCC(=O)Nc1cccc(-c2nc3ccccc3o2)c1
    1%	3%	-4%	-10%[46.1 µM]	8%	-0.8%	-13%	-2%
- CC(C)CC(C)NC(=O)c1ccc(C(F)(F)F)cc1 (stereo not given)
    1%	-2%	-5%	-15%	-5%	-0.6%	-1%	4%
- CCN(CC)S(=O)(=O)c1ccc(N2CCOCC2)c(NC(=O)Cc2ccc(Cl)cc2)c1
    -6%	-1%	-3%	1%[46.1 µM]	-2%	-0.9%	-23%	1%
- Cc1ccc(S(=O)(=O)c2nc(S(=O)(=O)c3ccccc3)sc2NCCCOC(C)C)cc1
    x	-1%	-6%	x	x	4.0%	-20%	-1%
- S=C1SCN(CCN2CCOCC2)CN1Cc1ccccc1
    0%	0%	0%	-10%[46.1 µM]	4%	-1.2%	0%	-3%

Sorted by SMILES length (falling): part of the list above.
Each structure is followed by: aGal spleen mod	TexasRed fluor	Tau fibril FP	NPSR antagonist	CBFb-RUNX1 inh	Epigenetic reg	Tau fluor counter	TRb-SRC2 inh
- Cc1ccc(C(=O)NCC(=O)OCC(=O)Nc2cccc(S(=O)(=O)N3CCCC3)c2)cc1C
    -2%	-2%	-8%	9%	3%	-2.3%	-26%	-4%
- Cc1ccc(S(=O)(=O)c2nc(S(=O)(=O)c3ccccc3)sc2NCCCOC(C)C)cc1
    x	-1%	-6%	x	x	4.0%	-20%	-1%
- CC1CCN(Cc2ccc(-c3nn[nH]n3)cc2)CC1
    7%	0%	-1%	3%[46.1 µM]	13%	0.0%	-4%	-17%

(cont.)
Each structure is followed by: aGal spleen mod	TexasRed fluor	Tau fibril FP	NPSR antagonist	CBFb-RUNX1 inh	Epigenetic reg	Tau fluor counter	TRb-SRC2 inh
- CC1=C(c2ccc(C(C)C)cc2)S(=O)(=O)NC1=NCc1ccc(Cl)cc1
    x	-1%	-10%	x	x	-3.1%	6%	0%
- O=P(c1ccccc1)(c1ccccc1)c1nc(-c2ccccc2)oc1NCc1ccccc1
    1%	-2%	0%	u	15%	1.3%	-17%	-4%
- CCn1c(C)c(C2=CCN(S(=O)(=O)c3ccccc3)CC2)c2ccccc21
    -14%	u	6%	-16%	u	-1.8%	-24%	10%
- CCCC(=O)OCC(=O)Nc1ccc(N=Nc2ccccc2)cc1
    5%	-2%[53 µM]	u	-11%	-27%	-1.3%	u	-1%[53 µM]
- Cc1ncc([N+](=O)[O-])n1CC(=O)N/N=C/c1ccccc1F
    1%	-2%	2%	7%	8%	1.1%	-9%	6%
- CCOC(=O)C1(CC2CC2)CCN(C(=O)c2cc(C3CC3)nc3ccccc23)CC1
    14%	-7%	6%	53%	1%	-1.2%	1%	-8%
- O=C(Cc1ccsc1)Nc1ccc(S(=O)(=O)C(F)F)cc1
    -5%	2%	2%	-4%	-1%	-0.3%	-3%	-1%
- Cc1ccc(-c2nnc(SCC#CCOC(=O)c3ccco3)o2)cc1
    -8%	-3%	-11%	-6%[46.1 µM]	7%	4.3%	-26%	5%
- COCCCn1c(=N)c(C(=O)NCc2cccnc2)cc2c(=O)n3cccc(C)c3nc21
    x	-3%	-2%	x	x	-2.1%	-15%	-1%
- Cc1cccc(N2C(=O)CSC23C(=O)N(Cc2cccc(C(F)(F)F)c2)c2ccccc23)c1 (stereo not given)
    x	1%	3%	x	x	-1.3%	-14%	5%
- COc1ccc(CCNC(=O)CCCCn2c(=O)c3ccccc3n(Cc3ccc(F)cc3Cl)c2=O)cc1OC
    x	-9%	1%	x	x	-1.8%	-10%	2%
- O=C(OC1CCOC1=O)c1cccc(S(=O)(=O)Nc2ccc(F)cc2)c1 (stereo not given)
    4%	3%	-4%	4%	3%	-1.8%	-14%	-4%
- O=C(CC1C(=O)N(c2ccccc2)C(=O)N1CCc1cccs1)Nc1ccc(Cl)cc1 (stereo not given)
    x	0%	u	x	x	0.5%	u	-6%
- O=C1OC(Nc2ccc(Br)cc2F)c2ccccc21 (stereo not given)
    4%	-7%	-11%	9%[46.1 µM]	8%	-8.6%	-5%	-3%
- O=C(CCc1cn(Cc2ccccc2F)c2ccccc12)NCc1ccc(Cl)cc1
    x	-1%	-3%	x	x	-2.9%	-21%	-3%
- N#CCCn1cc(/C=N/N=C2\NC(=O)C(CC(=O)O)S2)c(-c2ccc(F)cc2)n1 (stereo not given)
    2%	-1%	1%	-18%	-9%	11%	6%	-2%
- Cc1nn(-c2cc(C(F)(F)F)ccn2)c(=O)o1
    2%	0%	-1%	-23%	6%	2.0%	-4%	9%
- CCCCNC(=S)NNC(=O)C12CC3CC(CC(C3)C1)C2
    7%	3%	0%	-13%[46.1 µM]	3%	0.0%	3%	4%
- O=C(C1=C[C@@H](c2ccccc2)C[C@@H](OCCCCO)O1)N1CCN(Cc2ccc3c(c2)OCO3)CC1
    5%	-1%	-1%	25%	1%	0.0%	-4%	-4%
- COc1cccc(/C=C/c2nc(C#N)c(NC3CCCCC3)o2)c1
    x	-3%	-5%	x	x	1.8%	u	3%
- Cc1onc(-c2c(F)cccc2Cl)c1-c1nnc(-c2ccc(C(F)(F)F)cc2)o1
    3%	0%	-15%	u	15%	-3.9%	-22%	2%
- Cc1ccc(S(=O)(=O)NC(=O)Nn2c(C)nnc2C)cc1
    1%	2%	3%	-4%[46.1 µM]	10%	0.9%	-3%	-1%
- CCC1CCCCN1CCNC(=O)C1CCN(S(=O)(=O)c2c(C)noc2C)CC1 (stereo not given)
    7%	-6%	12%	-2%[46.1 µM]	1%	-1.0%	-2%	3%
- O=C(NC1CCCc2ccccc21)C1CCN(S(=O)(=O)c2ccccc2)CC1 (stereo not given)
    -18%	-1%	3%	1%	-12%	-3.2%	-9%	-3%
